# Source: PubChem (Sanford-Burnham Center for Chemical Genomics)
# SENP8 block: SENP8 (human) protease inhibition; Q96LD8; recombinant SENP8, Nedd8 substrate fluorescence; inhibition, % at 20 µM; 0.64% of 360,000 active; AID 602440; in the data active = inhibition mostly above about 40%, no sharp cut-off; inactive = mostly below about 27%
# Target sequence (Q96LD8 whole entry, looked up): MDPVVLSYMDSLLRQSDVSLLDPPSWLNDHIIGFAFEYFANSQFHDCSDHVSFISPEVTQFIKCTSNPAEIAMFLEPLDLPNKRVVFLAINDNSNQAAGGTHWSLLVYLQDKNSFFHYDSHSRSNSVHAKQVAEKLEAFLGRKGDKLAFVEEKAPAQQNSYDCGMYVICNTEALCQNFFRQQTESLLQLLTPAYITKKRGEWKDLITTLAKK
# SENP1 FRET inh: inhibitors of human SENP1 SUMO protease catalytic domain | AID 624204 | recombinant SENP1 catalytic domain, CyPet-SUMO1-YPet FRET cleavage | inhibition, % at 10 µM | Q9P0U3 | 0.21% of 360,000 active;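 active = inhibition at least 30% at 10 µM, raw YFP signal under a set limit, fluorescence ratio 0.5 to 1.5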;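 also: 0% = enzyme with DMSO and 100% = no enzyme wells; some results filed as inactive read as strong as hits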
# Target sequence (Q9P0U3 419-644 limits assumed): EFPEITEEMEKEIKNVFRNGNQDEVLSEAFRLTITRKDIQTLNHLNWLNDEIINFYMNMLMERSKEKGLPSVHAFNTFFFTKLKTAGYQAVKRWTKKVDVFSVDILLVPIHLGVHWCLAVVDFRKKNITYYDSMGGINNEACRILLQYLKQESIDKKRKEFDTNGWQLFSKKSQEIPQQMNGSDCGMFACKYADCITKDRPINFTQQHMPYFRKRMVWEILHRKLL
#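 Compound: 10 µM single point, 0.5% DMSO; Test system: hSENP1 catalytic domain, recombinant; Timing: 50 min reaction at room temperature; Technique: FRET, CFP and YFP emission; Control set: no-enzyme wells low, DMSO-plus-enzyme wells high control.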
# Numbers without * were called inactive; i = inactive.
compound	SENP8 block	SENP1 FRET inh
O=C(C(=O)N1CCC(c2ccccc2)CC1)c1ccc(F)c(F)c1	12	2
Cn1cc(-c2coc3c(C(=O)NCc4ccco4)cccc23)cn1	-9	-1
COc1ccccc1CNC(=O)COC(=O)C1CCN(S(=O)(=O)c2c(Cl)cccc2Cl)CC1	12	4
C=C1C(=O)OC2CC1C(OC(C)=O)CC(C)=CCCC(C)=CCCC2(C)O (configuration not stated)	3	-2
C[C@@H]1CN([C@H](C)CO)C(=O)CCCn2cc(nn2)CO[C@H]1CN(C)S(=O)(=O)c1cccc(F)c1	8	-1
COc1ccc(C(=O)Nc2nc3nc(-c4ccccc4)cc(=O)n3[nH]2)cc1	5	-1
Cn1c(=O)c2cc(NC(=S)NC3CCCCC3)ccc2n1Cc1ccc(Cl)cc1	i	-5
COc1cc(OC)cc(C(=O)NNC(=O)C2CCC2)c1	5	2

# Going on with the list:
compound	SENP8 block	SENP1 FRET inh
Cc1ccccc1C(=O)Nc1ccccc1NC(=O)c1ccccc1C	14	1
Cc1cc(Nc2ccc(F)cc2)c2ccccc2n1	-64	-4
CCOC(=O)[C@]12CCCC=C1N(Cc1ccco1)C(=O)[C@H](CC(=O)NCc1ccc(OC)c(OC)c1)C2	8	0
Cc1ccc(-n2nnnc2C(Cl)c2nnnn2-c2ccc(C)cc2)cc1	12	1
CC(C)Oc1cccc(NC(=O)C2(C)CCCN(C)C2)c1 (configuration not stated)	12	2
Nc1nc2cc(Cl)c(Br)cc2o1	-2	1
CC1(C(=O)Nc2cccc(C(F)(F)F)c2)Cc2c(-c3ccccc3)ccnc2O1 (configuration not stated)	0	0
CCOC(=O)C1(C)NC(c2ccc(OC)c(OC)c2)C2C(=O)N(c3cccc(C(C)=O)c3)C(=O)C21 (configuration not stated)	-7	0

# Following part:
compound	SENP8 block	SENP1 FRET inh
CCC1(C)COC(c2ccc3c(c2)OCO3)OC1 (configuration not stated)	-2	0
O=C(/C=C/[C@H]1O[C@@H](n2ccc(=O)[nH]c2=O)[C@H](O)[C@@H]1O)NCC1CCCO1 (some centres not stated)	19	1
CCOC(=O)C1(C)CCCN(C(=O)c2cccc(C#N)c2)C1 (configuration not stated)	19	1
C=CCn1c(SCc2csc(C)n2)nc2sc3c(c2c1=O)CCCC3	24	3
CC(C=NNC(=O)C(=O)NN=CC(C)=Cc1ccccc1)=Cc1ccccc1	-114	1
Clc1ccc(-c2nnc(-c3cccc4ccccc34)o2)cc1	-472	3
CCc1nc2ccc(C(=O)NCCOc3ccc(OC)cc3)cn2c1N(CCC(C)C)CCN(C)C	4	-13
CCOC(=O)c1cc(C(C)C)sc1NC(=O)COC(=O)CCS(=O)(=O)c1ccccc1	1	1

# Remaining list, next part:
compound	SENP8 block	SENP1 FRET inh
COc1ccc(-c2nn(-c3ccccc3)cc2/C=C/C(=O)N(C)CC(=O)Nc2cccc(F)c2)cc1OC	i	-2
CCc1ccc(CN(C)Cc2c(C(=O)N3CCOCC3)nc3c(C)cccn23)nc1	-10	-6
Cn1c(=O)c2cc(NC(=O)NCc3ccc(F)cc3)ccc2n1C	i	5
COc1ccc(NC(=O)C2(C)CCN2C(=O)Cc2ccc(Cl)cc2Cl)cc1OC (configuration not stated)	0	2
Oc1ccc(NCc2ccc(OCc3ccccc3)cc2)cc1	32	4
O=C(NC(c1ccc(Cl)cc1)c1cnccn1)C1CCN(CCOc2ccc(F)cc2)CC1 (configuration not stated)	9	-6
COc1ccc2c(c1C)CCC(C)(C#N)C2=O (configuration not stated)	7	3
CC(O)(c1ccccc1)c1nc(/C=C/c2ccccc2)cs1 (configuration not stated)	5	4

# Following part:
compound	SENP8 block	SENP1 FRET inh
CCC(CC)C(C(=O)NCc1ccccc1)N1CCN(C(=O)C2CCCO2)CC1 (configuration not stated)	16	0
O=C(NCc1ccccc1)C(c1ccc(-c2ccccc2)cc1)N1CCN(CCN2CCOCC2)CC1 (configuration not stated)	22	-3
C=CC(c1ccccc1)C(C(=O)c1ccccc1)N(C)C (configuration not stated)	15	2
C[C@@H]1CN([C@H](C)CO)C(=O)c2cc(-c3ccccc3)cnc2O[C@@H]1CN(C)C(=O)C1CCOCC1	-5	0
CC(=O)Nc1cccc(-c2cnc(NC(C)=O)cn2)c1	-59	-6
CCOC(=O)c1ccccc1NC(=O)CN1CCC(n2nnc3cc(F)ccc32)CC1	3	1
C[C@H]1CN([C@@H](C)CO)S(=O)(=O)c2ccc(C#Cc3ccccn3)cc2O[C@@H]1CN(C)C(=O)C1CC1	-6	-2
O=C(Nc1ccc(F)c(Cl)c1)c1cc(C2CCCCN2C(=O)C2CC2)on1 (configuration not stated)	-11	2

# Additional compounds
compound	SENP8 block	SENP1 FRET inh
CC(=O)Nc1cccc(-c2cc(NC(C)=O)c3ncc(-c4cccc(C(C)=O)c4)n3c2)c1	-57	2
COc1cccc(C2=NN(C(=O)C3CC3)C(O)(C(F)(F)F)C2)c1 (configuration not stated)	9	0
CCCCC[C@H](C)N1C[C@H](COCc2ccccc2)Oc2cc(N3CCC[C@@H]3CO)ccc2S1(=O)=O	28	0
O=C(NCc1cccnc1)C(=O)NCC1OCCCN1S(=O)(=O)c1cc(F)ccc1F (configuration not stated)	11	-1
CC(C)N(C)c1ncnc2c1ncn2[C@H]1CN(Cc2ccc3c(c2)OCO3)C[C@@H](CO)O1	20	2
CCN(C(=O)COC(=O)CSc1ccc(C)cc1C)c1c(N)n(Cc2ccccc2)c(=O)[nH]c1=O	12	3
COCCNc1nc(Nc2ccc(C(=O)OC)cc2)c2sccc2n1	-473	0
O=C(CC[C@H]1O[C@@H](n2cnc3c(NC(=O)c4ccccc4)ncnc32)[C@H](O)[C@@H]1O)NCCCN1CCCC1=O	13	-1

# A different layout for some results above.
molecule: O=C(NCc1cccnc1)C(=O)NCC1OCCCN1S(=O)(=O)c1cc(F)ccc1F (configuration not stated)
  SENP8 block: 11 | SENP1 FRET inh: -1
molecule: CC(C)N(C)c1ncnc2c1ncn2[C@H]1CN(Cc2ccc3c(c2)OCO3)C[C@@H](CO)O1
  SENP8 block: 20 | SENP1 FRET inh: 2
molecule: CCN(C(=O)COC(=O)CSc1ccc(C)cc1C)c1c(N)n(Cc2ccccc2)c(=O)[nH]c1=O
  SENP8 block: 12 | SENP1 FRET inh: 3
molecule: COCCNc1nc(Nc2ccc(C(=O)OC)cc2)c2sccc2n1
  SENP8 block: -473 | SENP1 FRET inh: 0

# (next part)
compound	SENP8 block	SENP1 FRET inh
O=C(O)c1ccc(C=NN=Cc2ccco2)cc1	9	0
CC(C)CN(C(=O)COC(=O)c1cc(=O)[nH]c2ccccc12)c1c(N)n(Cc2ccccc2)c(=O)[nH]c1=O	-257	-8
CCCCn1nnnc1C(C1CC1)N1CCN(C/C=C/c2ccccc2)CC1 (configuration not stated)	11	-3
CCc1nc2c(OCc3ccccc3C(=O)OC)cccn2c1N(C)C(=O)c1cccs1	21	1
CC(=O)N1CCCc2cc(S(=O)(=O)N(C)CC(=O)Nc3ccccc3)ccc21	11	1
CCN1C[C@@H]2[C@@H]3C(=O)N(Cc4ccccc4)C(=O)[C@@H]3[C@](CC)(C1=O)N2C(=O)c1ccc(F)cc1	18	1
CCCCCCn1c(=O)n2n(c1=O)C[C@]1(OC(=O)NC3CC3)CN(S(=O)(=O)c3ccc(C)cc3)C[C@]1(O)C2	5	5
O=C(O)C1CSC(c2ccc(O)c([N+](=O)[O-])c2)N1 (configuration not stated)	22	2

# Going on with the list:
compound	SENP8 block	SENP1 FRET inh
Cc1ccc(-c2nc3c(C)cc(Br)cn3c2Cc2ccsc2)cc1	18	1
Cc1ccc(S(=O)(=O)Oc2ccccc2-c2ccccc2)cc1	2	2
COc1cc(C(O)c2nc(-c3ccncc3)cs2)ccc1F (configuration not stated)	8	4
CCCCCCn1c(=O)n2n(c1=O)[C@@H]1CN(S(=O)(=O)c3ccc(C)cc3)C[C@]1(O)[C@@H](OC(=O)Nc1cccs1)C2	-35	1
COC(=O)c1c(NC(=O)C2COc3ccccc3O2)sc2c1CCN(C(=O)OC)C2 (configuration not stated)	-13	-4
CC1(C)CC(=O)C=C(c2cccc(OC(=O)c3ccc(Br)cc3)c2)C1=O	12	4
CCOc1ccccc1NC(=O)COC(=O)C1COc2ccccc2O1 (configuration not stated)	-2	0
Cc1cccc(CNC(=O)c2sc(=O)n(Cc3c(C)cccc3C)c2C)c1	3	-1

# Further entries:
compound	SENP8 block	SENP1 FRET inh
O=C1Nc2cc(C(=O)N3CCOCC3)ccc2S/C1=C/c1ccccc1F	-46	-4
O=C(NCc1ccc(C(F)(F)F)cc1)c1ccc(-c2cccnc2)c2ccoc12	4	1
COc1ccc(NC(=O)C2CCCCN2S(=O)(=O)c2ccccc2)cc1S(=O)(=O)N1CCOCC1 (configuration not stated)	1	-1
Fc1ccc(-c2nc3ccc(Br)cn3c2Cc2cccc(F)c2)cc1	15	15
CON=C1C=C(C)C(=O)C(C)=C1C	5	0
Cc1c(-c2ccccc2)c(-c2ccc(OCCN(C)C)cc2)n2ccccc12	-396	-48
O=[N+]([O-])c1ccc2c(c1)Cc1cc(F)ccc1-2	13	1
Cc1cc(C=C2C(=O)c3ccccc3C2=O)c(C)n1-c1ccc(Cl)cc1	-28	-29

# Following part
compound	SENP8 block	SENP1 FRET inh
OC(c1ccc2c(c1)OCO2)c1ncc(-c2cccc(C(F)(F)F)c2)[nH]1 (configuration not stated)	4	1
COCOCCn1cc(CN2CCS(=O)(=O)N(Cc3ccc(-c4ccc(Cl)nc4)cc3)C(C)C2=O)nn1 (configuration not stated)	5	0
Cc1cccc(-c2ccc3[nH]c4c(c3c2)CCN2C[C@H]3[C@H](C)ON(C)[C@H]3C[C@@H]42)c1	-206	-29
C[C@@H]1CCCCO[C@H](CN(C)Cc2ccccc2)[C@@H](C)CN([C@H](C)CO)C(=O)c2cc(NS(=O)(=O)c3ccc(Cl)cc3)ccc2O1	0	-2
COc1cc(NC(=O)c2cc(-c3cc(F)ccc3OC(C)C)n[nH]2)cc(OC)c1OC	19	16
COC(=O)C1=CN(c2ccc(OC)cc2)C(N)=C(C#N)C1c1ccc(OC)cc1 (configuration not stated)	-63	-8
C=CCn1c(SCC(=O)Nc2ccc(Br)cc2)nc(O)cc1=O	10	0
CCOC1=CC(=O)OC(c2ccccc2)C1 (configuration not stated)	5	1

# In the list so far, 2 have a COOH group:
compound	SENP8 block	SENP1 FRET inh
O=C(O)c1ccc(C=NN=Cc2ccco2)cc1	9	0
O=C(O)C1CSC(c2ccc(O)c([N+](=O)[O-])c2)N1 (configuration not stated)	22	2

# (more compounds)
compound	SENP8 block	SENP1 FRET inh
COc1cc2nc3n(c(=O)c2cc1OC)-c1ncccc1C(=O)NC3Cc1ccccc1 (configuration not stated)	0	3
CN(Cc1ccc([N+](=O)[O-])cc1)c1ccccc1	18	0
CCC(C(=O)NC1CCCC1)n1c(-c2ccccn2)nc2ccccc21 (configuration not stated)	-62	2
CN(Cc1cnc2nc(N)nc(N)c2n1)c1ccc(C(=O)NC(CCC(=O)O)C(=O)O)cc1C(F)(F)F (configuration not stated)	i	-81
CC1(C(=O)Nc2cccc3c2CCCC3)CCN1C(=O)C1(c2ccc(Cl)cc2)CC1 (configuration not stated)	11	4
Cc1cc(NS(=O)(=O)c2ccc(NC(=O)c3ccc([N+](=O)[O-])cc3)cc2)nc(C)n1	18	1
COc1cc(CNc2ncnc3c2ncn3[C@H]2CN(Cc3ccc(F)cc3)C[C@@H](CO)O2)cc(OC)c1OC	4	-3
CCOC(=O)c1c(NC(=O)CN2CCN(c3cccc(Cl)c3)CC2)sc(C)c1C	13	1

# Following part.
compound	SENP8 block	SENP1 FRET inh
O=C1CCC[C@@H]2[C@@H](Cc3ccccc3)[C@H](N3CCN(c4ccccc4)CC3)C[C@@H]3CCN1[C@@H]32	6	3
CC1(C(=O)Nc2ccc3c(c2)OCCO3)CN(S(C)(=O)=O)CC(=O)N1CCc1c[nH]c2ccccc12 (configuration not stated)	11	1
CCNC(=O)C1(C)CCN(C(=O)c2ccccc2C(F)(F)F)C1 (configuration not stated)	15	1
O=C(Cc1ccc([N+](=O)[O-])cc1)Oc1ccccc1	30	2
O=C(Nc1cccc(C(F)(F)F)c1)c1cccc2c(-c3cccnc3)coc12	12	0
CC1(c2nc3ccccc3[nH]2)c2ccccc2C(=O)N1Cc1ccccn1 (configuration not stated)	10	2
CN(C)c1ccc(-c2ccnc3c2CC(C)(C(=O)NCc2ccc(F)c(F)c2)O3)cc1 (configuration not stated)	i	0
CCN(CC)C(=O)c1cccc(-c2csc(C(C)(O)c3cccc(OC)c3)n2)c1 (configuration not stated)	17	0

# Further entries
compound	SENP8 block	SENP1 FRET inh
COc1ccc(-c2nnc(N)s2)cc1OC	-123	0
Cc1[nH][nH]c(=O)c1C(c1c(C)[nH][nH]c1=O)c1cn(Cc2ccccc2Cl)c2ccccc12	79*	0
Nc1nc(SCC(=O)N2N=C3/C(=C\c4ccco4)CCCC3C2c2ccco2)n[nH]1 (configuration not stated)	-172	0
CC[C@@H](C)[C@@H](CO)NC(=O)[C@H]1O[C@@H](n2cnc3c(N)ncnc32)[C@H](O)[C@@H]1O	13	1
Cn1c(=NC(=O)CS(=O)(=O)c2ccccc2)sc2cc(F)ccc21	-6	-25
OC(c1ccccc1)c1ncc(-c2ccc(Oc3ccccc3)cc2)[nH]1 (configuration not stated)	-14	-5
NC(=S)NN=C1Cc2cccc3cccc1c23	-17	-3
Cc1cccc(-c2nnc(-c3ccc4ccccc4c3)o2)c1	-302	2

# A portion of the library (hit frequency here may not be typical).
